Source: PubChem BioAssay
MBNL1-CUG inh: blocks human MBNL1 binding to CUG repeat RNA; Q9NR56; TR-FRET MBNL1-His/biotin-(CUG)12 binding, 665/545 ratio; Potency, µM (doses to about 57.5 µM), for inactives: top-dose activity change, negative = inhibition, most hits filed as inhibitors; 0.036% of 280,000 active; active means well fitted inhibition curve with a large enough effect in the signal ratio, with a control signal flat, not every such curve was filed as active; inconclusive means small, poorly fitted or top-dose-only effect, or effect the other way, or a change in a side signal; inactive means no such curve, though single readings can be large or run the other way; the % refers to the signal ratio; further: on the % scale 0 is the no-effect control and ±100 the full control effect
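MBNL1-His + Biotin-(CUG)12, cpd titration 92 nM–58 uM; Tb anti-His Ab 0.055 ng/ul, SA-XL665 5 nM (final); 60 min RT; ratiometric 665/545 nm, Ex 340 nm; normalized to buffer and full-complex controls.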
uPA surface inh: cell surface uPA generation inhibition; 0.31% of 330,000 active; AID 540303; Potency, µM (series often up to 38.3 µM), for inactives: at the top dose activity change, negative = inhibition, most hits filed as inhibitors; cell surface uPA generation assay, qHTS; active means well fitted inhibition curve with a large enough effect; inconclusive means small, poorly fitted or top-dose-only effect; inactive means no such curve, though single readings can be large or run the other way; tested in mouse RAW 264.7 cells; further: on the % scale 0 is the no-effect control and ±100 the full control effect; nearly all actives have a fitted effect of over 55% in size
VP16 counter: counter-screen for ROR gamma inhibitors: Gal4-VP16 reporter. Potency, µM (titrated, usually from 53.6 µM), for the others: at the highest dose activity, negative = inhibition, hits mostly inhibitors. 3.5% of 310,000 active. Drosophila S2 Gal4-VP16 UAS-luciferase, luminescence, 20 h;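 further: Gal4-VP16 expression switched on by copper sulfate through the metallothionein promoter; on the % scale 0 is the no-effect control and ±100 the full control effect; nearly all actives have a fitted effect of over 50% in size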
p53 reactivation: restores transcriptional activity of mutant p53 | H1299 p53-A138V BP100-luciferase reporter, luminescence, 24 h | Potency, µM (top dose mostly 92.2 µM), for inactives: top-dose activity change, positive = activation, hits mostly activators | 0.063% of 320,000 active | AID 504706; further: % of control where 0% means no effect; nearly all actives have a fitted effect of over 45% in size
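H1299 (p53-null), stable ts p53-A138V + BP100-Luc; 1000 cells/well, Opti-MEM/10% FBS; cpd 4 pt, 1:5; 24 h, 37 deg C, 5% CO2; detection reagent 10 min RT; luminescence.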
Rab9 prom act: Rab9 promoter activation; Huh7 Rab9 promoter-luciferase reporter, luminescence, 24 h; Potency, µM (top dose mostly 9.22 µM), for the others: at the highest dose activation, negative = inhibition, hits mostly activators; 2.8% of 320,000 active; further: % of control where 0% means no effect; nearly all actives have a fitted effect of over 60% in size
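Using Huh7 cells stably transfected with Rab9 promoter–luciferase, compounds were incubated 24 h at 37 °C, 5% CO2; luciferase luminescence was read 10 min after reagent addition.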
RORg inh: blocks mouse ROR gamma transcriptional activity; P51450; Drosophila S2 Gal4-RORgamma UAS-luciferase reporter, 20 h; Potency, µM (doses to about 53.6 µM), inactives show at the top dose activity change, negative = inhibition, actives largely listed as inhibitors; 5.4% of 310,000 active; AID 2551; further: on the % scale 0 is the no-effect control and ±100 the full control effect; nearly all actives have a fitted effect of over 60% in size
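ROR gamma transcriptional activity was tracked as Gal4-UAS luciferase output in stably transfected Drosophila Schneider cells, with compound added 1 hr before 700 uM copper sulfate induction and a 20 hr ambient-temperature incubation.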
BRCA1 expr up: increases BRCA1 expression. Potency, µM (series often up to 46.1 µM), without a hit: top-dose activation, actives largely listed as activators. 1.1% of 380,000 active. MCF7-BRCA1-FFLuc reporter, luminescence, 48 h; response scale: scaled: vehicle 0%, 10 µM genistein 100%; further: nearly all actives have a fitted effect of over 80% in size; some results filed as inactive show a strong effect at the top dose
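MCF7 cells carrying a BRCA1-firefly luciferase reporter (2000 cells/well, phenol-red free MEM) were attached for 2 h at 37 °C, then given compounds for 48 h. Luminescence was read 15 min after luciferase reagent; activity normalized to genistein (10 microM) and DMSO.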
FLuc counter: firefly luciferase modulation, counter-screen for miR-21 project | P08659 | purified FLuc, Km substrates, luminescence inhibition | 6.9% of 360,000 active | Potency, µM (highest dose often 57.5 µM), inactives show top-dose activity change, negative = inhibition, hits mostly inhibitors;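 further: plate controls were vehicle for no effect and reference inhibitor for full effect; nearly all actives have a fitted effect of over 55% in size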
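Purified P. pyralis luciferase (10nM final) with 10uM D-luciferin and 10uM ATP (Km levels) in 50mM Tris acetate pH 7.5, 10mM Mg acetate, 0.01% Tween-20, 0.05% BSA; qHTS 6-point titration, ~60 µM downward; luminescence read.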
ELG1 genotox: induces genotoxicity in HEK293T cells with luciferase-tagged ELG1; Potency, µM (highest dose often 46 µM), without a hit: at the highest dose activity change, positive = activation, most hits filed as activators; AID 504466; 1.3% of 330,000 active; HEK293T ELG1-luciferase reporter, luminescence, 16 h; further: % of control where 0% means no effect; nearly all actives have a fitted effect of over 60% in size
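Genotoxicity was scored as increased ELG1-luciferase reporter signal, measured by ONE-Glo luminescence (30 min, room temperature). Compound or vehicle exposure of the HEK293T reporter cells lasted 16 hr at 37°C.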
NPC1 prom act: NPC1 promoter activation; Huh7 NPC1 promoter luciferase reporter, 24 h; AID 485313; 2.4% of 320,000 active; Potency, µM (doses to about 9.22 µM), for the others: at the top dose activation, actives largely listed as activators;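 further: % of control where 0% means no effect; nearly all actives have a fitted effect of over 60% in size; reporter is driven by a mutant NPC1 promoter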
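Huh7 cells stably carrying NPC1 promoter–luciferase, plated in Opti-MEM with 10% FBS for 2 h, were exposed to compound in DMSO for 24 h at 37 °C; luciferase reagent was added for 10 min and luminescence read.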
CXXC DNA block: blocks binding of human MLL CXXC domain to DNA; Q03164; MLL-CXXC / FITC-HOXA9 DNA fluorescence polarization; Potency, µM (titrated, usually from 115 µM), for inactives: top-dose activity change, negative = inhibition, actives largely listed as inhibitors; 0.037% of 290,000 active; active means well fitted inhibition curve with a large enough effect in the polarisation, with a control signal flat, not every such curve was filed as active; inconclusive means small, poorly fitted or top-dose-only effect, or effect the other way, or a change in a side signal; inactive means no such curve, though single readings can be large or run the other way; the % refers to the polarisation
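Purified MLL-CXXC (added from a 7 uM solution) was preincubated 5 min at ambient with pinned compounds in 50 mM Tris-HCl pH 7.5, 50 mM NaCl, 1 mM DTT, 0.05% BSA. Fluorescein-labeled HOX-A9 DNA (50 nM solution) followed, 30 min, then polarization read.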
An asterisk follows results filed as active; ? = inconclusive; · = not tested or not shown; [ ] = another dose, or the depositor's remark. Unless noted, the call rests on the fitted dose curve; in most records, active means well fitted curve in the direction sought with a large enough effect; inconclusive means small, poorly fitted or top-dose-only effect, or another doubt; inactive means no such curve, though single readings can be large; an effect the other way counts as inactive or inconclusive. Potency means the concentration at half of the fitted maximal effect.

SMILES | MBNL1-CUG inh | uPA surface inh | VP16 counter | p53 reactivation | Rab9 prom act | RORg inh | BRCA1 expr up | FLuc counter | ELG1 genotox | NPC1 prom act | CXXC DNA block
CC1=C(C(=O)Nc2ccccc2C)C(c2ccc(C)o2)N2C(=O)CSC2=N1 (configuration not stated) | 2% | -2% | -9% | 2% | -1% | 5% | -1% | 6% | 1% | 2% | 0%
CS(=O)(=O)N1CCC(C(=O)N2CCC(Cc3ccccc3)CC2)CC1 | 0% | 1% | -6% | -3% | -1% | 38% | -7% | 2% | -1% | 4% | 1%
CCCCn1nnc(NC(=O)Cc2ccc(Cl)cc2)n1 | -6% | 0% | -4% | -6% | -1% | ? | 6% | -2% | 2% | 8% | 3%
Cc1cc(-c2ccccc2)c2ccc(NC(=O)C(C)(C)C)nc2n1 | ? | 20% | ? | · | -1% | 11µM* | -15% | -12% | -6% | 1% | -1%
O=C(COc1nc2ccccc2nc1N1CCOCC1)NC1CCCCC1 | 7% | 3% | -16% | -6% | 0% | -10% | 13% | -1% | 0% | -1% | 5%
O=[N+]([O-])c1ccc(F)cc1F | · | 16% | -9% | 1% | 0% | -6% | -6% | -2% | 1% | 8% | ·
Cc1ccc(C)c(S(=O)(=O)N2CCN(CC(=O)N3CCc4ccccc4C3)CC2)c1 | -8% | -1% | -8% | -3% | 0% | 14% | -38% | 9% | 1% | -5% | 1%
COc1ccc(NC(=O)CC2C(=O)N(C)C(=S)N2CCc2ccc(F)cc2)cc1 (configuration not stated) | 0% | 7% | 0% | -3% | -7% | ? | -62% | 4% | -9% | 0% | -14%
COc1ccc(NC(=O)NNC(=O)C(O)(c2ccccc2)c2ccccc2)cc1 | 3% | 2% | 0% | 8% | 0% | -25% | 20% | ? | -2% | 3% | -1%
Cc1cc(C)c2nc(NCc3ccccc3O)sc2c1 | 2% | -22% | 0% | 14% | 9% | 32% | 83% | ? | ? | ? | -4%
Cc1ccc(S(=O)(=O)N2CCN(C(=O)c3cccs3)CC2)c(C)c1 | -9% | 1% | -2% | 3% | 2% | 39% | -12% | -1% | -10% | -4% | -1%
CSc1cccc(NC(=O)c2ccc(CN3CCc4ccccc4C3)cc2)c1 | -2% | -6% | 2% | 5% | -25% | 36% | -40% | ? | 7% | -24% | 5%
COc1ccc(CNC(=O)[C@@H](NC(=O)C2CCN(S(=O)(=O)c3ccccc3)CC2)C(C)C)cc1 | -1% | -3% | 1% | 0% | -1% | 13% | -12% | 1% | -5% | 0% | 14%
COC(=O)c1ccccc1NC(=O)Cn1cnc2c(cnn2-c2ccccc2)c1=O | -5% | · | -16% | 0% | -4% | 3% | -29% | 6% | 1% | 0% | 4%
O=C(COc1ccc(/C=C2/NC(=O)NC2=O)cc1)Nc1ccc(F)cc1 | ? | -1% | -1% | -2% | 0% | -4% | 23% | 1% | -11% | 0% | 0%
O=c1[nH]c(SCc2cccc(Cl)c2)nc2c1CCCC2 | 1% | · | -3% | -5% | 11% | 16% | -2% | 1% | 0% | -1% | -1%
COc1cccc(-c2nnc(SCC(=O)Nc3cc(C)ccc3OC)n2N)c1 | -1% | -2% | -4% | -6% | -4% | 17% | 7% | 0% | 0% | 3% | 5%
CCOC(=O)Cc1csc(NC(=O)Nc2ccc(Cl)cc2)n1 | -4% | -8% | -1% | 3% | -7% | 36% | -19% | 6µM* | -6% | -6% | -1%
CCOc1cc(/C=N/Nc2nc(-c3cccc(S(=O)(=O)N4CCCC4)c3)cs2)ccc1O | 15% | -1% | 10% | -3% | 2% | ? | -81% | -2% | -10% | -1% | 1%
CCN(CC)C(=O)C1CCCN(c2ccc([N+](=O)[O-])cc2/C=N/NC(=O)c2cccc([N+](=O)[O-])c2)C1 (configuration not stated) | ? | 17% | -4% | -6% | 2% | -21% | -18% | -1% | -6% | -2% | 11%
COc1ccc(C)cc1NC(=O)c1cnc2sccn2c1=O | 7% | · | 3% | 2% | 17% | 3% | · | 3% | ? | 18% | 0%
O=C(Cn1ncc2c([nH]c3ccccc32)c1=O)NCC1CCN(Cc2ccccc2F)CC1 | 3% | -4% | -7% | 4% | 0% | -2% | 2% | -1% | 1%[9.26 µM] | 0% | 48%[activator]
O=c1[nH]c2cc3c(cc2cc1CN(Cc1ccco1)C(=S)NCCCN1CCOCC1)OCCO3 | 0% | -8% | -16% | 8% | -17% | 22% | -42% | 1% | 4% | 0% | 0%
COc1cc(OC)c(NC(=O)CC(=O)Nc2cc(Cl)c(OC)cc2OC)cc1Cl | 1% | -2% | -3% | ? | 4% | -1% | -8% | ? | 8% | 4% | -3%
OC(CNc1ccccc1)Cn1ccc2ccccc21 (configuration not stated) | 0% | 0% | 1%[10 µM] | -2% | -2% | 26% | -5% | 6% | 2% | -7% | 3%

Next section
SMILES | MBNL1-CUG inh | uPA surface inh | VP16 counter | p53 reactivation | Rab9 prom act | RORg inh | BRCA1 expr up | FLuc counter | ELG1 genotox | NPC1 prom act | CXXC DNA block
CCOC(=O)C1CCCN(CCC(=O)Nc2ccc(C)c(C)c2)C1 (configuration not stated) | 3% | 0% | 0% | 1% | 0% | -7% | -12% | 1% | -4% | -4% | 0%
COc1cc(C)ccc1OCCON1C(=O)CCC1=O | -6% | 3% | -9%[10 µM] | -1% | 11% | -9% | 4% | ? | 13% | 1% | -11%
Cc1cccc(NCc2nc3ccccc3n2Cc2ccccc2)c1 | -14% | -2% | ? | 24% | 4% | 1µM* | 45% | 24µM* | 15% | 12% | 1%
CCOc1ccc(NC(=O)CSc2ncn[nH]2)c([N+](=O)[O-])c1 | · | 0% | -8% | -1% | -6% | -1%[10 µM] | 2% | -5% | -1% | 0% | 2%
C=CCSc1nnc(NC(=O)c2cccc(S(=O)(=O)N3CCOCC3)c2)s1 | -1% | · | -7% | -11% | -5% | ? | -3% | 2%[2.3 µM] | -2% | 5% | 12%
CCO[C@@H]1OC(C(=O)N2CCOCC2)=C[C@H](c2ccc(Br)cc2)[C@H]1CCCO | 0% | ? | ? | -4% | 5% | -80% | -21% | 3% | 1% | 1% | -28%
CCOC(=O)c1c(NC(C)=O)sc(C(=O)NC2CCCC2)c1C | -3% | 2% | -4% | -4% | -8% | 22% | -3% | 3% | 8% | -7% | 2%
COC(=O)c1cccc(NC(=S)Nc2cccc(Cl)c2C)c1 | -14% | -1% | ? | -6% | -3% | ? | 1% | 2% | 5% | 0% | 4%
COc1ccc(OC)c(S(=O)(=O)N2c3ccccc3CC2C)c1 (configuration not stated) | 0% | -4% | -1% | -13% | -5% | -4% | 9% | 0% | 2% | -4% | 2%
O=C(NC1CCCC1)C(c1ccc(N2CCOCC2)cc1)N(Cc1ccco1)C(=O)c1ccco1 (configuration not stated) | 1% | -4% | -3% | 3% | -4% | 21% | -10% | 3% | -3% | 1% | -1%
O=C(CSc1cccc(C(F)(F)F)c1)NC(=O)c1ccccc1 | ? | 6% | -22% | 5% | 0% | ? | -3% | 2% | 0% | 1% | -12%
O=C(Nc1ccc(S(=O)(=O)NC2CCCCC2)cc1)c1ccco1 | 6% | 10% | -7% | -15% | 2% | 41% | -35% | 1% | 0% | -6% | 0%
COc1ccc(Cl)cc1NC(=O)C(C)N1CCN(C/C=C/c2ccccc2)CC1 (configuration not stated) | -1% | 10% | 10% | -2% | -2% | -34% | -72% | 2% | -7% | -1% | 1%
CCOc1ccccc1NC(=O)c1nc(-c2ccccc2)oc1C | 2% | -17% | -15% | 9% | 2% | 0% | -72% | 1% | 1% | -7% | 2%
CCOC(=O)c1sc(NC(=O)CSCc2c(C)noc2C)nc1C | · | -26% | · | -1% | 0% | · | -16% | -11% | 1% | -11% | ·
CCn1nnnc1SCC(=O)c1ccc2c(c1)OCCO2 | 11% | 3% | -2% | 10% | ? | 25% | -9% | 19µM* | 3% | ? | 6%
O=C(CSc1nnc(Cc2cccs2)n1-c1ccc(Cl)cc1)NCc1ccc2c(c1)OCO2 | -4% | 7% | -6% | -32%[inhibitor] | 2% | 30% | -13% | -1% | -2% | -4% | 15%
CC(C)C1CCC(C(=O)N[C@H](Cc2ccccc2)C(=O)O)CC1 (some centres not stated) | -10% | · | 6% | · | -2% | 34% | · | ? | · | -2% | 7%
Cc1nnc(C)n1/N=C/c1cccc(Oc2ccccc2)c1 | 1% | 2% | -7% | 5% | 1% | -10% | -1% | -4% | 13% | -1% | -4%

The list is partial. The share of hits here may be higher or lower than overall.
